Screening results: PubChem, several laboratories
Tat transport: E. coli Tat transport inhibition | E. coli MC4100 TorA-mCherry Tat export, fluorescence | 340,000 tested, 0.036% active | AID 488895 | inhibition, % at 10 µM;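 active = mean replicate inhibition at least 50% and at least half of replicates individually reaching 50%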;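 note: exported cargo escapes ClpAP degradation while cytoplasmic cargo is degraded and loses fluorescence; 0% = median of neutral control wells and 100% = median of NaSCN control wells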
PKA-R1A activ: activates the PKA-R1A holoenzyme complex | P00514+P68181 | PKA-R1A dissociation, Cy5-IP20 fluorescence polarization; scaled: DMSO 0%, 113 µM cGMP 100% | activation, % at 11.4 µM | 340,000 tested, 0.083% active | AID 504707;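 active = percent activation above the mean of all tested compounds plus 3 SD, cut at about 19% in these data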;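 note: higher means more PKAc released from R1A so a rise in polarization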
PfHsp90 yeast 2: growth inhibition of yeast expressing Plasmodium Hsp90 | inhibition, % at 9.4 µM | 310,000 tested, 0.32% active | AID 504621 | S. cerevisiae expressing PfHsp90, BacTiter-Glo ATP, 48 h; yeast lacking PDR1 and PDR3 efflux regulators;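 active = every replicate shows inhibition above about 80%, whatever the replicate mean, limit read from the data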;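 note: 0% = DMSO neutral controls and 100% = 20 µM radicicol positive controls; yeast relying on Plasmodium falciparum Hsp90 in place of its own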
Arrestin-AP2 inh: blocks beta-arrestin peptide binding to AP2 adaptin; inhibition, % at 10 µM; 340,000 tested, 0.31% active; FITC-arrestin peptide / GST-AP2 beads, flow cytometry; AP2 beta2 appendage carries R879A mutation;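 active = inhibition above a set limit, near 3 SD of compounds lacking own fluorescence, cut at about 54% in these data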;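 note: plate controls were DMSO wells for no effect and 5 µM unlabelled arrestin peptide for full effect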
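Material – AP2 appendage R879A on GSH beads · Buffer or medium – PBS with 0.05% Tween 20 and 0.1% BSA · Probe or stimulus – fluorescein-tagged arrestin peptide at 50 nM final · Incubation – compound with beads 12 min RT, then probe 1 h RT · Detection – high-throughput flow cytometry of beads, ex 488, em 535 nm · Evaluation – percent response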
DSG3 Ab inh: blocks pemphigus antibody binding to human desmoglein-3. P32926. 310,000 tested, 0.48% active. DSG3-coupled beads, scFv-anti-DSG3-GFP binding, flow cytometry; stronger effect = lower value. binding (percent of control), % at 10 µM. AID 588358;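 active = binding more than 3 SD below its plate's average and above zero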;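 note: hits lower antibody fragment binding to DSG3; some compounds called inactive have numbers as strong as hits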
OPRM1-OPRD1 inv: mu-delta opioid heterodimer inverse agonism. inhibition, % at 9.3 µM. cell-based MOR-DOR heterodimer luminescence. P35372+P41143. 340,000 tested, 0.21% active; in the data active = inhibition above about 22%, passing the limit was not always enough;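 note: 0% = cells with DMSO and 100% = wells without cells with DMSO; values of inactives mirror those of a sister screen read the other way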
Target sequence (P35372 whole entry, looked up): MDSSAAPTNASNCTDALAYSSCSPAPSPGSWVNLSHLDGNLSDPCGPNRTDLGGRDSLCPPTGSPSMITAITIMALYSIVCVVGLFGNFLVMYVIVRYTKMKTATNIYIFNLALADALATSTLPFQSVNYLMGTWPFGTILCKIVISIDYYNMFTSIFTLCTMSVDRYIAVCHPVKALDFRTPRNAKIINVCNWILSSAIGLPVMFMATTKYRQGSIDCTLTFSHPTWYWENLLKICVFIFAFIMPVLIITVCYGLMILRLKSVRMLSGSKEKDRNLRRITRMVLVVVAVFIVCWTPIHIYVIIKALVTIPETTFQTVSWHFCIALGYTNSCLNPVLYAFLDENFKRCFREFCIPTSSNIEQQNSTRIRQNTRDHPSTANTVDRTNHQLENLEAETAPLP
Target sequence (P41143 whole entry, looked up): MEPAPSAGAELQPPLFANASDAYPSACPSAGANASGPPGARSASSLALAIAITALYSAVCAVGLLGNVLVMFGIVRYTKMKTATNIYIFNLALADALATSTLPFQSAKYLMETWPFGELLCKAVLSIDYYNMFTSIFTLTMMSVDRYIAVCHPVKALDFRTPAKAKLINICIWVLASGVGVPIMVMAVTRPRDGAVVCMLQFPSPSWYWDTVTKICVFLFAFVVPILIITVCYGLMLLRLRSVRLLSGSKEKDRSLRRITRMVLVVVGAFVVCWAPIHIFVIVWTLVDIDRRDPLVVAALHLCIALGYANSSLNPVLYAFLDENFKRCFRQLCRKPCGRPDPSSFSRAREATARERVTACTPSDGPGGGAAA
MOR-DOR ag: OPRM1-OPRD1 heterodimerization agonism. P35372+P41143. AID 504326. cells, luminescence. activation, % at 9.3 µM. 340,000 tested, 0.3% active; in the data active = activation above about 18%;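 note: 0% = vehicle-treated cells and 100% = reference agonist; values of inactives mirror those of a sister screen read the other way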
SUMO Mot1 rescue: SUMOylation pathway inhibition by Mot1-301 growth rescue; growth rescue, % at 18.8 µM; S. cerevisiae Mot1-301 growth rescue, ATP luminescence, 38.5C; percent above DMSO median, 100 means doubled; 320,000 tested, 1% active;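 active = every valid replicate shows activation above 250% relative to neutral control wells; inactive = the rest, any valid replicate at or below 250%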;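 note: OY570 slx delta 5 strain wells were the positive control but not used for scaling; some compounds called inactive have numbers as strong as hits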
phage Ecoli inh: E. coli growth loss with phage present; growth absorbance; inhibition, % at 11.9 µM; 360,000 tested, 0.26% active; AID 651602; in the data active = inhibition above about 11%
E coli growth: bacterial growth inhibition, counter-screen for AddAB inhibitors | E. coli V3065 growth, OD600 absorbance, 18 h | inhibition, % at 11.9 µM | 330,000 tested, 0.27% active | AID 449728;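 active = inhibition above the campaign's mean inhibition across all tested compounds plus 3 SD, cut at about 9.9% in these data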;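 note: uninfected addAB+ strain grown without phage in ampicillin broth; 0% = DMSO wells and 100% = ciprofloxacin 0.95 µg/ml wells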
AddAB inh: less growth of phage-infected E. coli with AddAB. 330,000 tested, 0.29% active. E. coli expressing H. pylori AddAB, absorbance growth. inhibition, % at 11.9 µM; in the data active = inhibition above about 12%;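 note: 0% = vehicle wells of infected cells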
Starred values were filed as active, the others as inactive; x = no result given; & = joins results of further samples.

#	compound	Tat transport	PKA-R1A activ	PfHsp90 yeast 2	Arrestin-AP2 inh	DSG3 Ab inh	OPRM1-OPRD1 inv	MOR-DOR ag	SUMO Mot1 rescue	phage Ecoli inh	E coli growth	AddAB inh
1	O=C1N(Cc2cccnc2)C[C@@H]2C[C@@H](c3cccc(OCc4ccccc4)c3)N3CCC[C@@]123	-13	-7	-2	4	102	-10	1.9	-10	2.8	-1.1	0.2
2	C=CC[C@H](CC(=O)N[C@H](CO)Cc1ccccc1)C(=O)N[C@@H](COC(=O)[C@@H](CC=C)Cc1ccc(F)cc1)Cc1c[nH]c2ccccc12	-41	-5	2	-3	100	-3	0.7	5	1.0	-3.8	-1.8
3	COc1ccc(C(=O)NCC(=O)N/N=C(\C)Cc2ccccc2)cc1	-1	-12	1	6	123	10	-2.0	11	0.3	-0.2	2.2
4	O=C(CSc1nc2c(cnn2-c2ccc(F)cc2)c(=O)[nH]1)N1CCCCC1	3	-1	-20	-4	96	-2	0.4	-12	1.3	-1.6	-1.7
5	Cc1ccc(C(=O)Nc2ccccc2C(=O)NCc2ccccc2)cc1	4	-12	-43	-5	84	-21	4.1	x	x	3.5	0.2
6	COc1cccc(-n2c(SCC(=O)NCC3CCCO3)nc3c(c2=O)SCC3)c1 (stereo unspecified)	-6	-3	-9	11	107	17	-3.1	63	1.4	0.7	0.7
7	O=S(=O)(c1cc(F)ccc1F)N1CCN2CCCC2C1 (stereo unspecified)	5	-8	6	-4	111	1	-0.2	-4	1.5	2.4	6.0
8	CCCNc1nc(N2CCOCC2)nc(N2CCOCC2)n1	3	-12	28	-8	100	5	-1.0	-14	1.7	-1.2	0.8
9	COc1ccc(C2=NOC3(CC(=O)N(c4ccc(Cl)cc4)C3=O)C2)c(OC)c1 (stereo unspecified)	3	-4	13	-4	117	4	-0.7	-3	1.3	2.7	2.2
10	COc1ccc(CC(=O)NC(C)c2nnc(SCC(=O)Nc3ccccc3)n2C)cc1 (stereo unspecified)	0	-15	x	-21	106	5	-0.9	x	1.2	1.8	2.9
11	CCOC(=O)CCNC(=O)CCNC(=O)C(c1ccccc1)c1ccccc1	6	-7	9	16	105	2	-0.3	-4	1.1	-1.0	2.3
12	CCc1ccc2oc(-c3ccc(NC(C)=O)cc3)nc2c1	-3	2	-5	0	107	-1	0.1	-1	0.7	1.1	2.3
13	O=C(NCc1cccnc1)c1cccs1	-9	0	-5	23	103	17	-3.3	6	0.1	-2.2	-2.0
14	COc1ccc(CN2CNc3c(c(=O)n(C)c(=O)n3C)C2)cc1	4	-1	-5	-3	114	5	-0.9	1	3.4	1.6	2.2
15	CN(C(=O)COC(=O)CCc1nc2ccccc2c(=O)[nH]1)C1CCS(=O)(=O)C1 (stereo unspecified)	-3	4	-19	43	102	-3	0.5	x	3.7	2.3	1.4
16	CN(C)c1ccc(N=Nc2ccc3ncccc3c2)cc1	6	-19	x	2	94	17	-3.3	x	2.9	x	x
17	CC(=O)c1cccc(S(=O)(=O)N2CCCC(c3nc4c(nnn4Cc4ccc(C)cc4)c(=O)[nH]3)C2)c1 (stereo unspecified)	-2	-2	-81	4	92	10	-1.6	-10	-0.7	0.9	0.7
18	COc1cc2oc(=O)cc(C)c2c(OC)c1OC	16	-12	17	8	81	2	-0.3	185	1.9	1.2	0.5
19	CCOc1ccc(C(=O)OCC(=O)N(Cc2ccccc2)Cc2ccccc2)cc1OC	6	0	x	-4	94	11	-2.6	-12	0.5	-1.6	-0.3
20	CC(C)Oc1ccc(C(=O)Nc2ccc(N3CCN(C(=O)c4ccco4)CC3)cc2)cc1	-8	-6	-20	9	x	1	-0.2	-5	1.1	2.1	1.0
21	Cc1cccc(N2CCN(C(=O)c3ccc(Cl)c(NC4=NC5CS(=O)(=O)CC5S4)c3)CC2C)c1 (stereo unspecified)	-3	1	-9	23	100	8	-1.4	13	3.1	-0.4	1.5
22	CSCC[C@H](NC(=O)N1CCn2c1nc1ccccc12)C(=O)N[C@H](Cc1ccccc1)C(=O)O	4	0	1	-4	x	x	x	24	1.8	-4.5	-0.3
23	COc1ccc(Nc2ccc(N3C(=O)CC(C)C3=O)cc2[N+](=O)[O-])cc1OC (stereo unspecified)	2	-7	1	35	99	24	-4.5	5	2.9	-0.1	0.3
24	COc1ccc(CC(=O)O/N=C(\N)c2ccccc2)cc1OC	-4	-16	-7	5	110	7	-1.4	-13	1.5	-0.7	-1.4
25	O=C(NCc1ccco1)Nc1cccs1	-6	12	-12	5	102	-4	0.8	-12	1.2	0.6	-0.5
26	COC(=O)c1ccc(CSc2nnc3nc(C)cc(C)n23)cc1	0	-2	x	7	112	14	-2.9	1	-0.6	0.7	0.1
27	COc1ccc(-c2sc3cc4c(cc3c2-c2ccc(OCCN3CCCCC3)cc2)OCO4)cc1	-3	-13	25	0	110	-16	3.3	x	x	-0.9	-0.2
28	COc1cc(NC(=O)c2cncc(-c3ccc(C#N)cc3)c2)cc(C(=O)Nc2cccc(C(F)(F)F)c2)c1	-4	6&2	-25	-4	100&98	-16	2.9	-18	0.2&1.1	1.4	3.5
29	C#CC(C)(CC)NC(=O)c1cc2nc(C3CC3)cc(C(F)(F)F)n2n1 (stereo unspecified)	-12	-1	x	18	115	0	0.1	-8	2.0	0.5	0.6
30	CCOCCCNC(=O)CSc1ccccc1	1	4	-5	25	107	13	-2.3	-4	5.3	-0.9	2.6

Further structures
#	compound	Tat transport	PKA-R1A activ	PfHsp90 yeast 2	Arrestin-AP2 inh	DSG3 Ab inh	OPRM1-OPRD1 inv	MOR-DOR ag	SUMO Mot1 rescue	phage Ecoli inh	E coli growth	AddAB inh
31	Cc1ccccc1/C=C/C(=O)NCC(=O)N1CCC(N(C)C2CCCCC2C)CC1 (stereo unspecified)	-6	-6	7	x	108	14	-3.0	15	0.6	1.3	2.3
32	COC(=O)CNC(=O)C1CC(=O)N(CCc2ccc(F)cc2)C1 (stereo unspecified)	-3	-9	-10	4	110	15	-2.9	9	2.8	2.3	0.2
33	Cc1ccc(-c2nn(-c3ccccc3)cc2/C=C(\C#N)c2cccc(C#N)c2)o1	-2	0	x	5	100	9	-1.8	-5	x	-1.6	4.0
34	COc1ccc(-c2[nH]ncc2CN(CC2CCC(=O)N2)C(C)C)cc1F (stereo unspecified)	5	9	18	6	96	11	-2.1	-19	2.7	1.9	1.3
35	C=CCn1c(C)cc(-c2csc(NC(=O)C3=COCCO3)n2)c1C	4	0	x	-5	98	17	-3.3	x	0.7	-0.5	1.1
36	O=C(/C=C/c1ccco1)c1ccc(NC(=O)C23CC4CC(CC(C4)C2)C3)cc1	14	5	-2	6	103	-6	1.2	-11	2.1	-1.2	4.2
37	CCN(CC(=O)Nc1ccc2c(c1)OCCO2)C(=O)/C=C/c1ccc(OC)cc1OC	5	1	-11	-12	105	13	-2.3	-15	2.6	-1.3	3.5
38	Cc1ccc2c(c1)c1ncn(Cc3ccc(F)cc3)c(=O)c1n2C	-1	-19	-17	4	x	-5	0.9	127	2.8	-2.5	-0.6
39	COc1ccc(NC(=O)C(C)Oc2ccc(/C(C)=N\O)cc2)cc1 (stereo unspecified)	8	-3	16	-8	100	-5	1.0	-6	4.1	-2.2	2.2
40	N#CC(C(=S)Nc1ccccc1)c1nc2ccccc2[nH]1 (stereo unspecified)	-4	-8	-24	5	x	9	-1.7	0	-1.1	-1.1	-5.9
41	CCOC(=O)c1c(C)n(S(=O)(=O)c2ccc(C)cc2)c2ccc(O)c(C(=O)O)c12	4	-13	-16	-1	98	-3	0.6	11	-1.5	-1.0	5.2
42	Cc1ccc(C(=O)NC2CCCCC2)cc1	0	4	32	-1	120	11	-2.3	15	1.1	3.2	1.8
43	COc1ccc(CC(=O)NC(C)c2nnc(SCC(=O)c3ccc(OC)cc3)n2C)cc1 (stereo unspecified)	-5	-7	x	9	112	13	-2.7	-7	-2.5	0.0	0.9
44	Cc1ccc2c(CC(=O)NCC3COc4ccccc4O3)coc2c1 (stereo unspecified)	-3	2	-34	-8	108	0	-0.1	8	0.0	-1.0	2.0
45	CCOC(=O)C1CCCN(C(=O)c2cc(S(=O)(=O)N3CCCCC3)c[nH]2)C1 (stereo unspecified)	-7	9	11	2	100	8	-1.4	-17	0.7	-0.7	1.0
46	N#Cc1cn(Cc2ccccc2)c2ccccc12	-1	-5	6	4	97	7	-1.1	0	0.8	1.1	2.4
47	COc1ccc(CCNCC(O)COc2ccc(Cl)cc2)cc1OC (stereo unspecified)	-2	-10	-12	-17	99	20	-3.7	-9	3.8	0.1	2.7
48	COCC(=O)Nc1nc2n(n1)C(c1ccccc1Cl)CC(c1ccc(OC)cc1)N2 (stereo unspecified)	2	2	7	-1	97	-98	18	-5	-0.2	-1.8	0.6
49	O=C(CSc1nnc(-c2ccc(F)cc2)c2ccccc12)Nc1c(F)cccc1F	2	-2	1	8	89	3	-0.5	8	3.1	-4.2	-0.2
50	S=c1[nH]nc(COc2ccc3c(c2)OCO3)n1-c1ccccc1	2	0	52	8	107	1	-0.2	2	2.9	2.9	1.3
